Screening results: PubChem, several laboratories
PERK inhibitor – human PERK inhibition, primary cell-based screen; Q9NZJ5; CHO PERK-DD fusion, SEAP luminescence translation reporter; inhibition, % at 5.6 µM; hit rate 0.17% among 220,000; AID 1416;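 active = inhibition above the mean inhibition of all tested compounds plus 3 SD, set separately per screening campaign, cut at about 2.9% in these data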;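 note: PERK kinase domain activated by AP20187 dimerizer at 100 nM; 0% = DMSO with dimerizer and 100% = rapamycin at 8.4 µM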
TRPML3 agonist – activates the human TRPML3 channel. HEK293 TRPML3-YFP, Fluo-8 calcium fluorescence; 100% = the carbachol control signal. Q8TDD5. hit rate 0.29% among 220,000. activation, % at 3 µM. AID 1448;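 active = activation above its plate's cutoff, the mean activation of the plate's test wells plus 3 SD, cut at about 12% in these data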;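 note: 0% = DMSO only wells and 100% = carbachol wells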
Target sequence (Q8TDD5 whole entry, looked up): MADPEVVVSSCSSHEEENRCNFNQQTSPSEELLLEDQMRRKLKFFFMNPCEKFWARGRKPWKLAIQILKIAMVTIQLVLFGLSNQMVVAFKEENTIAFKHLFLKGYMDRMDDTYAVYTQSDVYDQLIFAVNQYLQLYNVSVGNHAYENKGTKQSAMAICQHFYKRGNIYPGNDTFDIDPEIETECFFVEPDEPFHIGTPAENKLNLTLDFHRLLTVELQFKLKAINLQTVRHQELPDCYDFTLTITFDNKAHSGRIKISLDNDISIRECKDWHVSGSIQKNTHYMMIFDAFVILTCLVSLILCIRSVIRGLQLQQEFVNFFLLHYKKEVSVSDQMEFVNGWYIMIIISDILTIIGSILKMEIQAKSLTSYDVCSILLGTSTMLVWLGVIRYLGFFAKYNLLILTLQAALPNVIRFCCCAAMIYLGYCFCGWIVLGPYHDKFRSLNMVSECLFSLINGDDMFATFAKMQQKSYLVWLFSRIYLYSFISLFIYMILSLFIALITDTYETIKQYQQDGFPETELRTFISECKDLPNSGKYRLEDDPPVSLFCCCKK
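Material: HEK293 cells stably carrying human TRPML3-YFP; compound dosing: single dose, 3 µM final nominal compound, 0.3% DMSO final; incubation: 1-h 37 °C dye load, 5-s basal, 120-s post-compound reads; technique: Fluo-8 intracellular calcium fluorescence, excitation 470-495 nm, emission 515-575 nm; read-out basis: percent activation from peak-to-basal fluorescence ratio, scaled between DMSO and carbachol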
TRPN1 ag – activates the zebrafish TRPN1 channel; activation, % at 3 µM; hit rate 0.18% among 220,000; HEK293 zebrafish TRPN1-YFP, Fluo-8 calcium fluorescence; 100% = response to 87 µM carbachol; AID 1424;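 active = activation above its plate's cutoff, the mean activation of test wells on that plate plus 3 SD, cut at about 19% in these data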;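 note: 0% = DMSO alone and 100% = 87 µM carbachol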
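Material – zebrafish TRPN1-YFP in HEK293 cells · Doses – 3 µM single point · Schedule – dye 1 h 37 °C plus 30 min RT · Signal – Fluo-8 calcium fluorescence, excitation 470-495 nm, emission 515-575 nm · Read-out – % activation versus carbachol response · Control set – carbachol high, DMSO low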
S1P4 agonist – human S1P4 receptor agonism. hit rate 0.35% among 220,000. S1P4-expressing cell line, agonist reporter assay. O95977. AID 1509. activation, % at 4.98 µM; in the data active = activation above about 11%;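 note: 0% = DMSO vehicle and 100% = reference agonist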
Target sequence (O95977 whole entry, looked up): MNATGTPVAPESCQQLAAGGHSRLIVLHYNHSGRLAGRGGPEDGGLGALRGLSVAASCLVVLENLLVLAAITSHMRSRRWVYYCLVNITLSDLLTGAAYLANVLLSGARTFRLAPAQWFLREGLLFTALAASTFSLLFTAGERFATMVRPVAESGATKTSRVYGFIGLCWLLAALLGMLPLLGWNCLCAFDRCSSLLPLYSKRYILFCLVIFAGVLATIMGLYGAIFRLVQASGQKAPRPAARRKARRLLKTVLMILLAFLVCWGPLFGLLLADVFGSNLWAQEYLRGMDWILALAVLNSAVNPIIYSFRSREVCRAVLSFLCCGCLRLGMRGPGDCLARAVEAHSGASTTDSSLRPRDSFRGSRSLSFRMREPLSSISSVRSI
Ba/F3 V617F tox – reduce viability of Ba/F3 cells dependent on JAK2V617F. Ba/F3 EpoR-JAK2V617F viability, ATP luminescence. hit rate 1.1% among 220,000. inhibition, % at 5.6 µM;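 active = inhibition above the campaign mean plus 3 SD over all tested compounds, cut at about 24% in these data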;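 note: cytokine-independent growth of Ba/F3 cells driven by EpoR plus mutant JAK2; 0% = DMSO-treated cells and 100% = JAK inhibitor I control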
S1P4 antag – human S1P4 receptor antagonism | S1P4-expressing cells, antagonist mode, reporter read-out | O95977 | inhibition, % at 4.98 µM | AID 1510 | hit rate 0.26% among 220,000; in the data active = inhibition above about 29%;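 note: 0% = wells stimulated with agonist and 100% = vehicle wells without agonist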
BaF3 tox – reduces parental Ba/F3 cell viability, JAK2V617F counter-screen; CellTiter-Glo ATP luminescence; inhibition, % at 5.6 µM; hit rate 1.1% among 220,000; AID 1486;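 active = inhibition above a per-campaign cutoff, the mean inhibition of all tested compounds plus 3 SD, cut at about 27% in these data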;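 note: 0% = DMSO wells and 100% = JAK Inhibitor I control wells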
Calpain2 inh – blocks pig calpain II enzyme activity | hit rate 0.37% among 220,000 | inhibition, % at 16 µM | purified calpain II, fluorogenic peptide substrate, 30 min;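 active = inhibition above about 50%, limit read from the data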
EP2 modulator – modulates human prostaglandin E2 receptor EP2 signaling. EP2-expressing cells, cAMP HTRF FRET, PGE2 co-stimulation. hit rate 0.83% among 260,000. P43116. induction, % at 25 µM;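 active = compounds whose cAMP rise, as percent of the full-agonist control response, exceeds 60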;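 note: rat C6 glioma line stably carrying human EP2 under a CMV promoter; the protocol text gives 20 µM as final concentration; 100% = response of wells given 1 µM PGE2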
Active calls of the source: *; & = joins results of further samples.

Values in the order – Calpain2 inh | S1P4 antag | EP2 modulator | PERK inhibitor | TRPN1 ag | BaF3 tox | S1P4 agonist | TRPML3 agonist | Ba/F3 V617F tox
CCC(=O)N(Cc1cc(=O)[nH]c2ccccc12)c1ccccc1C
 : 6 | 4 | -2 | 0.8 | 1.2 | 3 | 0.6 | 0.1 | 0
CC(=O)Nc1ccc(-c2csc(NC(=O)C3CC(=O)N(c4ccc5c(c4)OCCO5)C3)n2)cc1 (configuration not stated)
 : -86 | -37 | -17 | 1.4 | 2.3 | -2 | 1.7 | 0.7 | -1
C=CCNc1nc(=S)[nH]c2cc(OC)c(OC)cc12
 : 12 | -14 | 9 | 1.2 | 0.7 | 7 | -0.1 | 0.9 | 3
Cc1cc(OCC(=O)Nc2cccc(S(=O)(=O)NC3=NCCCCC3)c2)ccc1Cl
 : 9 | -13 | -16 | -0.1 | 3.9 | 2 | 0.3 | 0.4 | -1
CC1=NN(C(C#N)c2c(C)nn(Cc3ccccc3)c2C)C(C)(C)C1 (configuration not stated)
 : 1 | 1 | 1 | 0.3 | 0.2 | 2 | 1.2 | 0.9 | 5
COc1ccccc1OCCn1cc(C#N)c2ccccc21
 : -14 | -15 | 17 | -0.8 | -0.5 | 6 | 1.6 | -0.1 | 2
CCCCNC(=O)CCC(=O)NNc1nc2ccccc2c2nc(C)nn12
 : 16 | -36 | 9 | 0.1 | -0.9 | 4 | 1.5 | 0.0 | 4
Cc1noc(NS(=O)(=O)c2ccc(NC(=O)C34CCC(CC3)C4)cc2)c1C
 : -4 | 0 | 25 | 1.7 | 0.6 | 3 | -0.4 | 0.1 | -3
O=C(COC(=O)C1CC1)Nc1ccc(Oc2ccccc2)cc1
 : -10 | -10 | -9 | 0.2 | 1.7 | 3 | -0.7 | -0.8 | -5
Cc1ccc2[nH]nc(C(=O)N3CCCC(C(=O)c4ccc(Cl)cc4)C3)c2c1 (configuration not stated)
 : 21 | -2 | -39 | -1.2 | 0.8 | 6 | -2.7 | 0.9 | 4
O=C(CC1C(=O)NCCN1Cc1ccc(-c2ccccc2)cc1)NCCOc1cccnc1 (configuration not stated)
 : -29 | 3 | -10 | 0.9 | 0.2 | 8 | -1.7 | 1.5 | 1
O=C(COC(=O)CCc1nc2ccccc2n1-c1ccccc1)Nc1ccc(N2CCCCC2)cc1
 : 22 | -18 | 13 | 0.8 | 0.7 | 6 | -0.2 | 0.7 | -1
O=C(NCC1CCCO1)Nc1ccc2c(c1)OCO2 (configuration not stated)
 : 5 | 14 | -17 | 1.4 | -1.1 | 6 | 1.1 | -0.8 | 0
O=C1C2CCCN2C(c2cccc(Br)c2)N1c1ccc(F)cc1 (configuration not stated)
 : 7 | 5 | 2 | -0.1 | -0.8 | 13 | -0.3 | -1.4 | 1
O=c1cc(CNc2cc(Cl)ccc2Cl)nc2sccn12
 : 22 | 1 | 19 | 0.5 | 0.3 | 9 | -2.0 | 0.1 | 6
c1ccc(-n2ncc3c(NCc4ccc5c(c4)OCO5)ncnc32)cc1
 : -1 | -30 | -55 | -1.0 | 0.1 | 3 | 0.6 | -0.1 | -2
CCOc1nc(Nc2ccc(OC)cc2)nc(OCC)n1
 : -10 | -20 | 17&43 | 0.1 | -1.3 | 2 | -8.5 | -0.3 | -1
Clc1ccc(OCc2nnnn2-c2ccccc2)cc1
 : 11 | -5 | 5 | 0.7 | -2.6 | 7 | -0.4 | 0.1 | -1
CC(=O)c1sc(Nc2nc3cc4c(cc3s2)OCO4)nc1C
 : -51 | 1 | -48 | 0.7 | 0.4 | 3 | -0.9 | 0.7 | 3
Cc1csc(NC(=O)CSc2nnc(Cc3cccn3C)n2-c2ccc(F)cc2)n1
 : -11 | -5 | 8 | 0.4 | 1.4 | 3 | 1.5 | 1.0 | -2
Oc1cc(NCc2cccnc2)ccc1-c1nc2ccccc2o1
 : -64 | -39 | -30 | 0.8 | 0.0 | 12 | -1.9 | 0.9 | 0
COc1ccc(OC)c(-c2nnc(SCC(=O)NC3CCCCC3)o2)c1
 : 10 | -4 | 23 | -0.3 | -1.1 | 5 | -1.4 | -0.2 | 1
CCCC(=O)Nc1cccc2c1CCCC2
 : -1 | -13 | -13 | 0.3 | -0.2 | 5 | 2.1 | -0.9 | 2
O=C(CN1CCN(c2ccc([N+](=O)[O-])cc2Cl)CC1)N1CCOCC1
 : -5 | -1 | -4 | 0.1 | 0.7 | -4 | 0.1 | 1.1 | 0
CCCCC(C(=O)NC1CCCC1)N(Cc1ccco1)C(=O)Cn1nnc(-c2ccc(F)cc2)n1 (configuration not stated)
 : -4 | 5 | 29 | -0.5 | -0.6 | 9 | -0.1 | 0.7 | 4
O=C(CCCCCn1c(=O)[nH]c2ccsc2c1=O)NCc1ccc2c(c1)OCO2
 : 4 | -11 | -17 | -0.8 | 0.4 | 2 | -0.4 | 0.2 | -2
COc1cc(S(=O)(=O)N2CCN=C2c2ccccc2)ccc1F
 : 38 | 1 | -7 | 1.3 | 1.6 | 5 | 0.2 | 1.1 | -3
Cc1ccc(Sc2ncccc2COC(=O)Nc2ccccc2)cc1
 : 28 | -12 | -10 | -0.7 | 0.2 | 3 | -2.7 | -0.6 | -2
COc1cccc(C(=O)Nc2ccc(-n3nncc3C(C)(C)C)cc2)c1
 : 19 | 4 | -44 | 0.1 | 1.4 | 7 | 0.1 | -0.3 | -1
COc1ccc(C(=O)NCc2nnc(SCC(=O)NCc3ccc(F)cc3)o2)cc1
 : 5 | 1 | -21 | 0.7 | 0.4 | 3 | -3.3 | -0.2 | -2
O=C(O)CN(c1ccccn1)S(=O)(=O)c1ccccc1
 : -171 | -18 | 0 | -0.3 | 1.1 | 4 | 1.4 | 0.5 | 1
COc1cc2[nH]c(=S)n(Cc3ccco3)c(=O)c2cc1OC
 : -32 | 0 | 13 | -1.2 | -0.9 | 3 | 1.9 | 0.9 | -2
Cc1ccc(OCC(=O)Nc2cccc(-c3nnc(-c4ccccc4)o3)c2)c(C)c1
 : -37 | -51 | 10 | 0.8 | 0.1 | 0 | -3.0 | 0.7 | -1
CC1=C(C#N)c2nc(N)c(C#N)c(C)c2/C1=C\c1ccc(C)cc1
 : -112 | -3 | -111&-34 | 0.5 | -0.1 | -3 | 0.5 | 0.8 | 0
N#Cc1c(NC(=O)CCCN2C(=O)c3ccccc3C2=O)oc(-c2ccccc2)c1-c1ccccc1
 : -118 | 4 | 18 | -0.3 | -0.4 | 3 | 1.1 | 0.1 | -1
CCN(CC)S(=O)(=O)c1ccc(C)c(NC(=O)CSc2nc3ccccc3[nH]2)c1
 : 33 | -11 | -6 | -0.8 | 0.6 | 12 | 1.2 | 0.6 | 2
O=C(CCCN1C(=O)c2ccccc2C1=O)NCCCn1ccnc1
 : 7 | 12 | 2 | 1.5 | -1.4 | 3 | 0.2 | 0.3 | -1
CCOC(=O)CNC(=O)CSc1nnc(-c2cccc(OC)c2)n1CC
 : -51 | -15 | 2 | 0.1 | -0.2 | 0 | -0.1 | 0.5 | 1
Cn1cnnc1SCc1ccc(F)c2ccccc12
 : -121 | 6 | 9 | 0.3 | 0.1 | 6 | -1.0 | 0.7 | 1
Cn1c(=O)cc(SCC(=O)NCc2cccnc2)c2ccccc21
 : -16 | -22 | 27 | -0.6 | -0.6 | 0 | 1.0 | 0.2 | 0
COCCNC(=O)c1ccccc1NC(=O)CSc1ccc(C)cc1
 : -7 | -11 | -17 | 0.9 | -0.1 | 12 | 1.9 | 0.2 | 3
CC(C)COC(=O)NC1c2ccccc2Oc2ccccc21
 : 9 | 4 | 21 | 0.7 | 0.1 | -2 | 1.0 | -0.7 | 3
O=S(=O)(c1ccccc1)N1CCC(=NO)CC1
 : -15 | 0 | 8 | 0.1 | 1.6 | 4 | -0.6 | 0.8 | 2
O=S(=O)(c1cnc(Cl)c(Cl)c1)N1CCCc2ccccc21
 : 21 | -10 | -16 | -0.3 | -1.7 | 3 | -1.8 | 0.2 | 4
Cc1cccc(N(Cc2cc3cc(C)ccc3[nH]c2=O)C(=O)c2cccs2)c1
 : -21 | 3 | 44 | -1.0 | 0.7 | -3 | 1.1 | 0.1 | -5
COC(=O)c1sc(SC)c(-c2ccon2)c1C
 : 26 | 3 | 38 | 0.5 | -1.1 | 3 | 0.0 | 0.2 | -5
COc1ccc(/C=N/NC(=O)CN(C2=NS(=O)(=O)c3ccccc32)c2ccccc2)cc1
 : -8 | -12 | 8 | 0.0 | -0.1 | 7 | 1.0 | 0.9 | 1
CCOc1ccc2nc(/N=C/c3nc(-c4ccccc4)oc3O)sc2c1
 : -67 | -13 | 16 | 0.8 | 0.8 | 5 | 1.5 | 0.4 | -3
Cc1nc2c(sc3nc(N4CCOCC4)c4c(c32)CC(C)(C)OC4)c(-c2ccccc2)c1C(=O)O
 : -102 | -13 | 33 | -0.4 | 0.7 | 3 | 0.7 | 0.8 | 0
FC(F)(F)c1ccc2c(c1)[nH]c(=S)n2C1CC1
 : 19 | -9 | -10 | -0.4 | -1.7 | 3 | 0.3 | 0.4 | 3
Cc1ccsc1C(C(=O)NC1CCCCC1)N(C(=O)Cc1cccs1)C1CC1 (configuration not stated)
 : -2 | -18 | 35&6 | -0.8 | -1.4 | 2 | 2.2 | 0.3 | -4
CCN(CC)C(=O)CN(c1cccc(Br)c1)S(C)(=O)=O
 : -22 | 30* | 25 | 0.6 | 1.8 | -3 | 0.6 | 0.2 | -3
COc1cccc(-c2nn(C)c3sc(C(=O)N4CCN(c5ccccc5)CC4)cc23)c1
 : 34 | -15 | -10 | -0.6 | 0.3 | 1 | -0.3 | 0.8 | -1
COc1ccc(NC(=O)CS(=O)CC(=O)NC2CCCc3ccccc32)cc1 (configuration not stated)
 : -6 | -16 | -4 | -0.7 | 0.8 | 0 | -0.1 | -0.3 | 0
Cc1cc(C(F)F)nn1CC(=O)NCc1ccc(Cl)cc1Cl
 : 13 | -1 | 17 | 0.1 | -0.8 | 0 | 0.4 | -0.7 | -2
CCc1ccc2nc(-c3cccc(C)c3)nc(SCC(=O)NCC3CCCO3)c2c1 (configuration not stated)
 : 7 | -6 | 86* | 0.3 | 2.1 | 3 | 0.0 | 0.8 | 0
Cc1coc2c(O)cc3c(c12)OC1(N2CCCCC2)C(=O)NCCCC31 (configuration not stated)
 : -9 | 9 | -5 | 0.6 | 0.3 | 1 | 1.3 | 0.7 | 0
CCOC(=O)C1CCN(C(=O)C(C)N(c2ccc(Oc3ccccc3)cc2)S(C)(=O)=O)CC1 (configuration not stated)
 : -2 | -6 | -25 | -0.1 | 8.7 | 2 | 0.7 | 22* | 1
CCOC(=O)c1cc2c(ccn2C)n1Cc1ccc(Cl)cc1
 : 25 | 7 | 50 | 0.7 | -1.2 | 7 | -1.5 | 0.4 | 2
